From PubChem
NS5 inhibitors = flavivirus cap methylation enzyme inhibition – biochemical, confirmation dose response, primary screen (AID 588689) | Dengue-2 NS5 methyltransferase capping enzyme assay, biochemical; higher % means a stronger effect | actives 0.3% (n = 340,000) | inhibition, % at 25 µM; hits with a dose series show IC50 in µM; in the data active = a potency from the dose series
K1F lysis inhibition = inhibition of K1F phage lysis, E. coli UTI89, bacterial capsule biogenesis inhibitors, alamar blue (AID 488966); inhibition, % at 100 µM; hits with a dose series show IC50 in µM; actives 0.02% (n = 340,000); E. coli UTI89 K1F phage lysis, alamar blue, 2 h; higher % means a stronger effect;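 active = phage lysis inhibition, versus mean bacterial control, above a set limit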;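 note: capsule biogenesis inhibitors block K1F phage lysis so surviving cells raise fluorescence; higher fluorescence means more inhibition of phage lysis; actives were called in the ten point dose series up to 300 µM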
RSV antiviral HEp-2 = RSV antiviral activity via CPE protection, HEp-2 cells, primary 10 µM value included (AID 2391); HEp-2 cells, RSV-induced CPE inhibition; higher % means a stronger effect; CPE inhibition, % at 10 µM; hits with a dose series show IC50 in µM; actives 0.13% (n = 310,000); in the data active = a potency from the dose series; note: strong numbers were not always called active
Active calls of the source: *; [ ] = dose if it differs, or a comment.

SMILES | NS5 inhibitors | K1F lysis inhibition | RSV antiviral HEp-2
c1ccc([C@H]2CN3C(=N2)Sc2ccccc23)cc1 | 2% | -0.6% | 1.3%
Cc1ccc(S(=O)(=O)N2CCN(C(=O)COC(=O)CSc3cc(C)ccc3C)CC2)c(C)c1 | -4% | -0.5%[50 µM] | 0.5%
COc1cccc(CNC(=O)c2ccc(Cl)c(S(=O)(=O)N3CCOCC3)c2)c1 | -1% | 1.0%[50 µM] | -0.1%
CN(C(=O)COC(=O)c1cccc(Cl)c1)C1CCS(=O)(=O)C1 (centres undefined) | 7% | 0.1%[50 µM] | -0.7%
CCCCN1CC(=O)N2[C@H]3c4cc(Cl)ccc4OC[C@@H]3[C@H](C(=O)OCC)[C@]2(C)C1=O | -7% | 0.1% | 0.2%
Cc1ccc(S(=O)(=O)N2CCN(CCOc3cccc(C)c3)CC2)cc1 | -2% | -0.1%[50 µM] | 1.7%
COc1ccc(NS(=O)(=O)c2cc(C(=O)N3CCC3)ccc2C)cc1 | -7% | 0.5%[50 µM] | 0.8%
CN(CC(=O)NC(=O)NC1CCCCC1)CC(=O)Nc1ccc(Cl)cc1 | -4% | -0.5%[50 µM] | 0.8%
CCCN(CC1CC1)C(=O)COC(=O)c1oc2ccc(OCC)cc2c1C | -3% | 0.7%[50 µM] | 9.7%
O=C(Nc1nc2ccc(F)cc2s1)C1CC(=O)N(c2ccc3c(c2)OCCO3)C1 (centres undefined) | -12% | -0.6%[50 µM] | 0.7%
CN(C)C1(CNC(=O)c2cccc(S(=O)(=O)NCc3ccccc3)c2)CCCCC1 | 1% | 0.3%[50 µM] | 0.3%
CCCCC(CC)COC(=O)c1ccc(N(C)C)cc1 (centres undefined) | -4% | 1.6% | 1.2%
O=C(COC(=O)C1CC2CCCC(C1)C2=O)Nc1ccc(Cl)cn1 (centres undefined) | -5% | 0.6%[50 µM] | 4.0%
COc1ccc(NC(=O)c2cccc(S(=O)(=O)N3CCN(c4ccccc4)CC3)c2)c(OC)c1 | -3% | 0.6%[50 µM] | 3.6%
CC1CCCCC12NC(=O)N(CC(=O)NCCc1ccc(F)cc1)C2=O (centres undefined) | 0% | 0.6%[50 µM] | 1.2%
O=C(CN1C(=O)C(=O)N(C2CCCC2)C1=O)Nc1ccc(OC(F)F)cc1 | -2% | 0.5%[50 µM] | -0.5%
O=C(COc1ccccc1)OCC(=O)c1c[nH]c2ccccc12 | -9% | 0.3%[50 µM] | 2.9%
O=C1C=C(/C=C/c2ccccc2)C[C@@H](c2ccc3c(c2)OCO3)C1 | -12% | -0.3% | 2.1%
O=C(Nc1cc(S(=O)(=O)N2CCCCC2)ccc1N1CCOCC1)c1ccc(C(F)(F)F)cc1 | -5% | 0.8%[50 µM] | 1.6%
CCOC(=O)C1=C(COC(=O)c2ccc3ccccc3c2O)NC(=O)NC1C (centres undefined) | 8% | -0.7%[50 µM] | 0.6%
CN(CC(=O)Nc1ccc(Cl)c(C(F)(F)F)c1)C(=O)/C=C/c1cccs1 | 1% | 0.4%[50 µM] | 10%
O=C1C=C(c2cccc(Br)c2)C[C@@H](c2ccc3c(c2)OCO3)C1 | -13% | -0.3% | 3.9%
Cc1c(C(=O)NCc2ccccn2)oc2c(Cl)cccc12 | -4% | 0.1%[50 µM] | 4.1%
CCOC(=O)Nc1ccc2c(CN3CCN(S(=O)(=O)c4ccc(C(C)C)cc4)CC3)cc(=O)oc2c1 | 5% | 0.7%[50 µM] | 0.3%
O=C(COC(=O)c1ccc(O)cc1)NCC1COc2ccccc2O1 (centres undefined) | 2% | 0.3%[50 µM] | 1.1%
COc1ccc(CC(=O)OCC(=O)c2ccc(S(=O)(=O)N3CCCCC3)cc2)cc1 | -5% | 0.4%[50 µM] | -0.2%
CN(CC(=O)Nc1cccc(F)c1)C(=O)CN1C(=O)NC2(CCCC2)C1=O | -8% | 1.0%[50 µM] | 1.2%
CC1CCN(C(=O)CN2C(=O)NC3(CCC(C)CC3)C2=O)CC1 (centres undefined) | -5% | 0.4% | 0.5%
COc1ccc([C@H]2CC(=O)C=C(c3ccccc3)C2)cc1OC | 0% | -1.5% | 1.1%
COc1cc(OC)cc(C(=O)NCC(=O)NCC(c2ccco2)N2CCCCC2)c1 (centres undefined) | -7% | 0.6%[50 µM] | 0.7%
O=C(Nc1ccc(SC(F)F)cc1)C1=CC=CN2CCS(=O)(=O)N=C12 | -6% | 0.6%[50 µM] | 0.8%
CC(CNC(=O)Cn1ccc(N)nc1=O)c1ccccc1 (centres undefined) | -1% | 0.1% | 1.6%
Cc1ccc(S(=O)(=O)NC(=O)C2CCCCC2)cc1 | 3% | 0.8%[50 µM] | 1.1%
CCCN(C(=O)c1c(-c2ccccc2)noc1C)c1c(N)n(Cc2ccccc2)c(=O)[nH]c1=O | 1% | -0.1%[50 µM] | -0.7%
COC(=O)Cc1ccc(OC(=O)C2CCN(S(=O)(=O)c3ccc(OC)c(OC)c3)CC2)cc1 | -6% | 1.0%[50 µM] | -0.4%
CCCN(CC(=O)Nc1ccccc1C)C(=O)CSc1ccccc1C | -9% | 0.2%[50 µM] | 1.5%
CCOc1ccc(NC(=O)c2cccc(-n3cccc3)c2)cc1S(=O)(=O)N1CCOCC1 | -4% | 0.3% | 1.5%
CCN(CC(=O)NC1CCS(=O)(=O)C1)C(=O)c1cc(OC)c(OC)c(OC)c1 (centres undefined) | -3% | 0.9%[50 µM] | 1.9%
Cc1cc(OCCCC(=O)Nc2nnc(C3CC3)s2)ccc1Cl | 1% | -0.1%[50 µM] | 0.1%
Cc1ccc(S(=O)(=O)N2CCC(C(=O)OCCOc3cccc(C)c3)CC2)cc1 | -4% | 0.1%[50 µM] | 1.2%

Eleven compounds out of the list, ordered by formula weight, highest first.
SMILES | NS5 inhibitors | K1F lysis inhibition | RSV antiviral HEp-2
COC(=O)Cc1ccc(OC(=O)C2CCN(S(=O)(=O)c3ccc(OC)c(OC)c3)CC2)cc1 | -6% | 1.0%[50 µM] | -0.4%
CCOc1ccc(NC(=O)c2cccc(-n3cccc3)c2)cc1S(=O)(=O)N1CCOCC1 | -4% | 0.3% | 1.5%
COc1cc(OC)cc(C(=O)NCC(=O)NCC(c2ccco2)N2CCCCC2)c1 (centres undefined) | -7% | 0.6%[50 µM] | 0.7%
O=C(Nc1ccc(SC(F)F)cc1)C1=CC=CN2CCS(=O)(=O)N=C12 | -6% | 0.6%[50 µM] | 0.8%
CN(CC(=O)Nc1cccc(F)c1)C(=O)CN1C(=O)NC2(CCCC2)C1=O | -8% | 1.0%[50 µM] | 1.2%
CCCN(CC(=O)Nc1ccccc1C)C(=O)CSc1ccccc1C | -9% | 0.2%[50 µM] | 1.5%
CC1CCN(C(=O)CN2C(=O)NC3(CCC(C)CC3)C2=O)CC1 (centres undefined) | -5% | 0.4% | 0.5%
COc1ccc([C@H]2CC(=O)C=C(c3ccccc3)C2)cc1OC | 0% | -1.5% | 1.1%
Cc1c(C(=O)NCc2ccccn2)oc2c(Cl)cccc12 | -4% | 0.1%[50 µM] | 4.1%
CC(CNC(=O)Cn1ccc(N)nc1=O)c1ccccc1 (centres undefined) | -1% | 0.1% | 1.6%
Cc1ccc(S(=O)(=O)NC(=O)C2CCCCC2)cc1 | 3% | 0.8%[50 µM] | 1.1%

Following part
SMILES | NS5 inhibitors | K1F lysis inhibition | RSV antiviral HEp-2
C[C@H]1CCC(=O)N([C@H](CSc2ccc(Br)cc2)Cc2ccccc2)CC1 | 3% | -0.4% | -0.9%
Cc1cc(C)cc(CSc2ccc(S(=O)(=O)N3CCCC3)cn2)c1 | -10% | -0.1%[50 µM] | 4.1%
COc1ccc(OCCCC(=O)ON=C(N)c2ccccc2C)cc1 | -7% | 0.1%[50 µM] | 2.1%
O=C(CN1C(=O)NC2(CCCCCCC2)C1=O)Nc1ccc(Br)cc1 | -4% | 0.0%[50 µM] | 0.4%
CSc1cccc(NC(=O)COC(=O)C2CCN(S(=O)(=O)c3ccccc3)CC2)c1 | 0% | -0.3%[50 µM] | 1.4%
C=CC(C)(O)CCCC(C)CCCC(C)CCCC(C)C (centres undefined) | -1% | 0.1% | 1.6%
CCOc1ccc(Cn2nnc(-c3ccc(S(C)(=O)=O)cc3)n2)cc1OCC | 5% | 0.7%[50 µM] | -0.2%
CC(=O)N1CCN(C(=O)c2cccc(S(=O)(=O)N3CCN(c4ccccc4)CC3)c2)CC1 | -6% | 0.4%[50 µM] | 0.1%
O=C(O)c1cccc2c1C(=O)c1ccc(Cl)cc1S2(=O)=O | -1% | 3.0% | 0.5%
CCN(CC(=O)NCc1cccs1)CC(=O)Nc1ccccc1C | 2% | 0.4%[50 µM] | 0.0%
CN(C)C(CNC(=O)CN1C(=O)NC2(CCCC2)C1=O)c1ccccc1 (centres undefined) | -4% | 0.8%[50 µM] | 1.5%
CCc1ccc2nc(NC(=O)C3CCN(c4ncnc5sc(C)c(C)c45)CC3)sc2c1 | 1% | 0.1%[50 µM] | 1.4%
Cc1ccc(S(=O)(=O)N2CCN(C(=O)COC(=O)CCOc3ccccc3)CC2)c(C)c1 | -13% | 0.4%[50 µM] | 0.1%
Cc1sc2ncn(CC(=O)NC3CCCCC3)c(=O)c2c1C | -4% | 0.1%[50 µM] | 2.1%
O=C(c1ccc(S(=O)(=O)N2CCCCCC2)cc1)N1CCN(Cc2ccccc2)CC1 | -1% | 0.7%[50 µM] | 0.9%
COc1ccccc1-c1nn(-c2ccccc2)cc1C(=O)NCC(c1ccco1)N1CCCC1 (centres undefined) | -1% | 0.8%[50 µM] | -0.8%
CC(C)C(NC(=O)c1ccc(C(C)(C)C)cc1)C(=O)NCc1ccccn1 (centres undefined) | -8% | -0.2%[50 µM] | 1.0%
CCOC(=O)C1=C(COC(=O)CCc2ccc(F)cc2)NC(=O)NC1C (centres undefined) | -6% | 0.3%[50 µM] | 1.0%
Cc1cc(Cl)ccc1OCC(=O)OCC(=O)N1CCC(C(N)=O)CC1 | -8% | 0.3%[50 µM] | 0.8%
Cc1cc(C)c(CN2CCN(C(=O)Cn3ccc(NC(=O)OCc4ccccc4)nc3=O)CC2)c(C)c1 | -13% | -0.1% | 0.6%
COc1cc(C(=O)OC(C)C(=O)N2CCCC2)cc2c1OCCO2 (centres undefined) | 4% | 0.5%[50 µM] | -0.3%
CCOC(=O)N1CCC(NC(=O)C2CCC(Cn3c(=O)[nH]c4ccccc4c3=O)CC2)CC1 (centres undefined) | 0% | 0.8% | 0.3%
COc1ccc(CN(C)CC(=O)Nc2ccccc2C(=O)NC2CC2)cc1OC | -5% | 0.7%[50 µM] | 1.4%
O=C(COC(=O)c1ccc(Br)o1)Nc1ncc([N+](=O)[O-])s1 | -5% | -0.6%[50 µM] | 0.6%
O=C(COc1ccc(Cl)cc1)Nc1cccc(S(=O)(=O)NCc2ccco2)c1 | -4% | -0.1% | 2.8%
Cc1ccc(S(=O)(=O)N2CCN(C(=O)COC(=O)c3cccc(Cl)c3)CC2)c(C)c1 | -7% | 0.3%[50 µM] | 0.3%
Cc1nn(CC(=O)NC2CCS(=O)(=O)C2)c(C)c1S(=O)(=O)N(C)C (centres undefined) | -3% | 0.7%[50 µM] | 1.4%
CC(Sc1nnc(COc2ccc(Cl)cc2)n1Cc1ccco1)C(=O)N1CCNC1=O (centres undefined) | 0% | 0.3%[50 µM] | -0.7%
Cn1nc(C(=O)Nc2ccc3c(c2)OCCO3)c2ccccc2c1=O | 1% | 0.7%[50 µM] | -0.1%
CCN(CC(=O)NCc1cccs1)C(=O)CCCOc1ccccc1 | -10% | 0.5%[50 µM] | 0.7%
COc1cc(C(=O)Nc2ccn(C)n2)ccc1OC(F)F | -4% | 0.5%[50 µM] | 0.2%
Cc1ccc(S(=O)(=O)NCC(=O)OCCOc2cccc(Cl)c2)cc1 | -2% | -0.3% | 0.7%
O=C(c1ccccc1OC(F)F)N1CCN(S(=O)(=O)c2ccc3c(c2)OCCCO3)CC1 | -9% | -0.2%[50 µM] | 1.1%
O=C1N(c2ccccc2C(F)(F)F)O[C@]1(c1ccccc1)C1CCCCC1 | -6% | 0.1% | 9.2%
CCc1ccc(C(=O)N2CCN(S(=O)(=O)c3sc(C(=O)O)c(C)c3C(=O)O)CC2)cc1 | -3% | 0.4%[50 µM] | 1.9%
NC(=O)c1ccccc1OCC(=O)Nc1ccc2c(c1)CCC2 | 3% | 0.7%[50 µM] | 1.1%
C=CCn1c(SCC(=O)Nc2cc(Cl)ccc2C(=O)O)nc2sc(C)c(C)c2c1=O | 0% | -2.4% | 5.7%
Cc1ccccc1OCCOC(=O)c1cc(S(=O)(=O)N2CCCCC2)ccc1N1CCOCC1 | 0% | -0.1%[50 µM] | 6.4%
COc1ccc(C(=O)OC(C)C(=O)NC2CCCc3ccccc32)cc1OC (centres undefined) | -5% | 0.6%[50 µM] | -0.5%
CCOC(=O)C1=C(COC(=O)Cc2c(F)cccc2Cl)NC(=O)NC1C (centres undefined) | -9% | 0.7%[50 µM] | -0.6%
O=C(Nc1ccc(F)cc1)Nc1ccc(S(=O)(=O)N2CCCC2)cc1 | -7% | 0.6%[50 µM] | 3.4%
O=C(/C=C/c1cccs1)NNC(=O)c1ccccc1 | 0% | 0.0%[50 µM] | -0.1%
CCCCN(C(=O)COC(=O)c1nc2nccc(C)n2n1)C1CCS(=O)(=O)C1 (centres undefined) | -15% | 0.2%[50 µM] | 0.1%
COc1ccc(CNC(=O)CCc2ccc(S(=O)(=O)N3CCCCCC3)cc2)cc1 | 7% | 0.1%[50 µM] | 1.0%

This is a subset (hit frequency here may not be typical).
